GAA850 FXN act: frataxin GAA850 promoter activation; 360,000 compounds, 0.56% hits; activation, % at 6 µM; AID 540364; HEK293 lucGAA850 FXN promoter luciferase reporter, 24 h; percent of 10 µM SAHA response;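 active means activation above the average of all compounds screened plus 3 SD, cutoff fixed separately per campaign, cut at about 7.5% in these data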;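 further: 0% = DMSO wells and 100% = 10 µM SAHA wells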
PLC-beta3 inh: PLC-beta3 (human) inhibition, primary screen; Q01970; Purified PLC-beta3, fluorogenic substrate, fluorescence; inhibition, % at 12.2 µM; 370,000 compounds, 0.18% hits; AID 720704; in the data active means inhibition above about 11%;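 further: 0% = median of compound wells on plate and 100% = full blocker control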
hcDAF-12 act: activators of H. contortus DAF-12 nuclear receptor; 370,000 compounds, 1.4% hits; AID 652067; activation, % at 6.8 µM; HEK293 hcDAF-12 lit1-tk-luc reporter, luminescence; 0% DMSO, 100% Δ7-dafachronic acid;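 active means activation above the mean of all tested compounds plus 3 SD, cut at about 5.5% in these data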;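 further: 100% = response to 3 µM Δ7-dafachronic acid high control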
SMARCA2 act: increases SMARCA2 function in MMTV reporter cells | AID 652017 | MG213 cells, MMTV-luciferase reporter, dexamethasone, overnight | activation, % at 9.1 µM | 370,000 compounds, 1% hits; in the data active means activation above about 7.8%;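 further: 0% = vehicle wells and 100% = reference activator wells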
HGIII-sPLA2 inh: Blocks human group III sPLA2 activity; 370,000 compounds, 0.56% hits; QFRET BODIPY PC-A2 liposome hydrolysis, fluorescence; inhibition, % at 12.2 µM; AID 743126;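 active means inhibition above mean plus 3 SD of compounds lying within the high and low control bounds, cut at about 19% in these data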;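 further: 0% = median of test compound wells and 100% = no enzyme DMSO wells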
Target sequence (Q9NZ20 whole entry, looked up): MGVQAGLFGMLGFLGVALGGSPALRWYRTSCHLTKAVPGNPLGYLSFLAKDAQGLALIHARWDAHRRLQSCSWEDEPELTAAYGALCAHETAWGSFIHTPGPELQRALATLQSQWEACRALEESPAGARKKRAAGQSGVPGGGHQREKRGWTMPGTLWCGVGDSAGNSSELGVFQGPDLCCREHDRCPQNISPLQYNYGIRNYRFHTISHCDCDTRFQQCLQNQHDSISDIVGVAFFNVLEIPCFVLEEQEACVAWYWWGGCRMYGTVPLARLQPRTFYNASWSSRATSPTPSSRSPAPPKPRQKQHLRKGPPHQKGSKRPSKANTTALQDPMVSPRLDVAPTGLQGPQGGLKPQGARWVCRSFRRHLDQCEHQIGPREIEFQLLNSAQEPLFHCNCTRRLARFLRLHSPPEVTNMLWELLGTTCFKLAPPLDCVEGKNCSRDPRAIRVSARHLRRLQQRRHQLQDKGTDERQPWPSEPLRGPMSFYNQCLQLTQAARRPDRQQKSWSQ
ssDAF12 agonist: activators of S. stercoralis DAF-12 nuclear receptor; 370,000 compounds, 1% hits; HEK293 ssDAF-12/GRIP1 lit1-tk-luc reporter, luminescence; % of 3 µM dafachronic acid response; AID 652126; activation, % at 6.8 µM;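 active means activation above the mean over all tested compounds plus 3 SD, cut at about 0.9% in these data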;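 further: 0% = DMSO-only wells and 100% = 3 µM delta7-dafachronic acid wells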
DAX1 inh-1: inhibits human nuclear receptor DAX1. AID 504766. HEK293 Gal4-DAX1 luciferase reporter, luminescence. inhibition, % at 6.75 µM. 340,000 compounds, 0.99% hits;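 active means inhibition above the mean over all tested compounds plus 3 SD, cut at about 4.2% in these data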;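 further: 0% = DAX1-transfected cells with DMSO and 100% = empty-vector control cells with DMSO; inhibition shows as a rise in luminescence from relieved DAX1 repression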
Target sequence (P51843 207-470 limits assumed): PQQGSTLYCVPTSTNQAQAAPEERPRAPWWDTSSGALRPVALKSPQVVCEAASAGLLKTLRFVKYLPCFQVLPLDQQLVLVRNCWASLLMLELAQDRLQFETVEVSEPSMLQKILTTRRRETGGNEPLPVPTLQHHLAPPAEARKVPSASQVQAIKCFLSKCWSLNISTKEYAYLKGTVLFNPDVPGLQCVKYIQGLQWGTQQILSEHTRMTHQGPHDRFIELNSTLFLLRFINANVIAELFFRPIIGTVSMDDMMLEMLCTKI
DAX1 inh-2: DAX1 (NR0B1) inhibition, primary screen | HEK293T StAR-luciferase reporter, SF-1/DAX-1 repression relief | inhibition, % at 6.8 µM | 370,000 compounds, 1.1% hits | AID 652010;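 active means inhibition above the mean over all tested compounds plus 3 SD, cut at about 3.6% in these data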;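 further: 0% = DAX-1 cells with DMSO and 100% = cells lacking DAX-1 with DMSO; higher inhibition means more luminescence from relief of DAX-1 repression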
PG9 Ab binder: binds the HIV-1 gp120 antibody PG9 | TR-FRET gp120-PG9 antibody binding | inhibition, % at 6.7 µM | 360,000 compounds, 0.43% hits; in the data active means inhibition above about 8.5%
Rev-erbA mod: modulators of human Rev-erb alpha DNA binding; Rev-erbα–FITC-DNA binding, fluorescence polarization, 90 min; activity, % at 10 µM; 370,000 compounds, 0.79% hits;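 active means activity above about 14%, limit read from the data; passing the limit was not always enough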;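 further: 0% = DMSO wells with 35 nM protein and 100% = DMSO wells with 750 nM protein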
hgDAF12 agonist: activates the H. glycines DAF-12 receptor ligand-binding domain. HEK293 GAL4-hgDAF12 UAS-luciferase reporter, agonist luminescence; normalized to butyrate control. activation, % at 6.8 µM. 370,000 compounds, 1.8% hits. AID 687014;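 active means activation above a cutoff set at the mean of all screened compounds plus 3 SD, cut at about 10% in these data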;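 further: 0% = DMSO wells and 100% = sodium butyrate wells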
Active calls of the source: *; x = no result given.

SMILES	GAA850 FXN act	PLC-beta3 inh	hcDAF-12 act	SMARCA2 act	HGIII-sPLA2 inh	ssDAF12 agonist	DAX1 inh-1	DAX1 inh-2	PG9 Ab binder	Rev-erbA mod	hgDAF12 agonist
CC(C)CC(NC(=O)C1CCCN1C(=O)[C@@H](C)NC(=O)OCc1ccccc1)C(=O)NCC(N)=O (stereo not given in full)	2.5	-4	-0.9	0	3	-1.0	1.6	0.1	0.2	2	2.4
C/C(=N/NS(=O)(=O)c1ccc(C)cc1)c1c(O)c2ccccc2oc1=O	1.6	-15	2.5	6	-10	-0.5	-0.1	0.1	-2.3	-5	-0.8
CCOc1cc(NC(=S)Nc2cccc(OC)c2)c(OCC)cc1NC(=O)C(C)C	-2.2	2	-0.9	-2	7	-1.6	-2.6	0.1	-1.6	-4	1.6
Cn1c(NNC(=O)C(c2ccccc2)c2ccccc2)cc(=O)n(C)c1=O	-0.7	2	0.0	-2	0	-1.3	-0.1	-0.4	-2.2	-1	-1.6
CCc1nnc(NC(=O)CN2CCN(Cc3cccc(F)c3)CC2)s1	0.8	-4	4.3	-1	2	-0.6	1.1	-0.7	0.6	-6	-0.4
Cc1cnccc1NC(=O)c1cccs1	0.4	3	-1.6	2	2	-1.9	-0.4	0.1	2.1	-1	0.4
CN(C)S(=O)(=O)c1ccc(C(=O)NCc2cccs2)cc1	-0.1	3	-1.2	0	0	-1.4	-0.6	-0.5	0.0	-2	0.2
CC(C)(C)OC(=O)N1CCC(CNC(=O)c2ccccc2)CC1	-0.1	-2	-0.7	8.8*	-1	-0.8	x	-0.4	-3.0	0	0.7
COc1cc(/C=C/C(=O)OCC(=O)c2c(N)n(C)c(=O)n(C)c2=O)ccc1O	2.8	-53	-0.9	1	-14	-1.1	-0.6	-0.9	-3.5	-4	3.5
CCCOc1ccccc1NC(=O)Nc1ccccc1Cl	1.1	0	-2.3	-1	-1	-2.1	-1.2	-0.7	0.6	-2	-3.9
COc1ccccc1CNC(=O)c1oc2ccccc2c1C	2.9	-6	-1.7	2	5	-1.1	-0.3	0.5	-1.0	-5	0.0
O=C(NC1CC2CCC1C2)c1ccco1 (stereo not given)	4.9	3	-2.1	1	-3	-1.1	0.1	-0.1	1.1	1	-1.0
CC(C)c1cc(CN2C(C)COCC2C)cc(C(C)C)c1O (stereo not given)	0.5	1	0.4	2	2	-1.1	-1.8	-1.2	0.5	-1	0.7
CCCCN(C(=O)c1c(CC)noc1C)c1c(N)n(CCC)c(=O)[nH]c1=O	0.4	1	-1.3	2	-3	-0.8	0.6	-0.5	-0.7	-2	-3.9
CN(CCOc1ccccc1)C(=O)c1cc([N+](=O)[O-])cc([N+](=O)[O-])c1	1.6	4	-0.3	-3	4	-1.5	2.1	-0.4	-0.8	0	-2.5

SMARCA2 act: entries above that show a hit
Molecule | PLC-beta3 inh | hcDAF-12 act | SMARCA2 act | HGIII-sPLA2 inh | ssDAF12 agonist | DAX1 inh-1 | DAX1 inh-2 | PG9 Ab binder | Rev-erbA mod
CC(C)(C)OC(=O)N1CCC(CNC(=O)c2ccccc2)CC1 | -2 | -0.7 | 8.8* | -1 | -0.8 | x | -0.4 | -3.0 | 0

Carrying on:
SMILES	GAA850 FXN act	PLC-beta3 inh	hcDAF-12 act	SMARCA2 act	HGIII-sPLA2 inh	ssDAF12 agonist	DAX1 inh-1	DAX1 inh-2	PG9 Ab binder	Rev-erbA mod	hgDAF12 agonist
CC(CC(=O)Nc1ccc2c(c1)c(=O)n(C)n2-c1cccs1)c1ccccc1 (stereo not given)	-3.8	-22	-0.9	-2	-1	-1.0	x	-1.0	-0.6	-6	-0.7
CCOc1cc(Cl)c(NC(C)=O)cc1OCC	1.7	2	-0.4	2	-3	-0.8	0.9	0.4	-1.9	1	-0.9
CN(C(=O)c1c(Cl)nc2sccn12)C1CCCCC1	5.7	1	0.2	-2	0	-1.3	2.0	0.2	-2.5	2	0.6
Cc1ccc(N2CCN(Cc3ccccc3)CC2=O)c(C)c1	1.9	-6	-1.4	-2	12	-1.0	-0.8	-0.1	0.2	7	-2.5
COc1cccc(C(=O)NCCN2C(=O)C3C4C=CC(C4)C3C2=O)c1 (stereo not given)	x	-2	-0.4	0	1	-1.0	x	1.1	x	6	3.2
c1ccc2c(CNc3ccc(CNc4ncn[nH]4)cc3)cccc2c1	2.8	-28	-1.4	0	4	-1.0	-1.4	-0.6	1.6	4	3.4
COC(=O)c1ccsc1NC(=O)c1ccc(Cl)s1	0.4	-20	2.5	1	3	-0.9	0.3	0.7	-2.4	20*	5.0
COc1ccc(N2CCN(C(=O)COC(=O)/C=C/c3ccc(C(F)(F)F)cc3)CC2)cc1	-0.1	1	-1.2	0	9	-1.4	1.6	0.3	-0.9	3	2.3
Cc1cc(OCC(=O)OCC(=O)NC2CCCCC2C)ccc1Cl (stereo not given)	0.0	-4	-1.1	1	4	-1.2	-0.6	-0.3	-1.6	0	-0.2
COc1ccc(S(=O)(=O)N2CCC(C(=O)NCc3cccnc3)CC2)cc1OC	-1.8	-7	-1.2	-3	2	-0.6	0.4	0.1	0.1	1	0.8
c1ccc(NC2=NCCN2CCC2CCCC2)cc1	0.4	2	-1.4	0	0	-0.3	0.9	0.8	-2.2	-4	2.8
Cc1csc(SCC(=O)Nc2cccc3nsnc23)n1	-5.3	-245	0.2	2	-2	-1.5	0.7	-0.3	-3.5	-2	9.7
COc1ccccc1OCCC(=O)Nc1nc(C)cs1	1.0	-10	-3.1	0	-1	-1.5	-0.6	-0.3	0.9	-2	-1.5
CCc1ccc(-c2cc(C(=O)Nc3ccc(S(=O)(=O)NC(C)=O)cc3)c3ccccc3n2)cc1	2.1	-5	1.4	3	-39	-1.0	-0.5	0.6	0.0	-3	7.2
COC(=O)c1nc(NC(=O)c2ccc(Cl)cc2)n[nH]1	5.6	-1	-0.9	-1	5	-0.5	0.8	0.6	-0.6	1	-0.7

Quoted at random: 2 compounds from above, in no set order.
SMILES	GAA850 FXN act	PLC-beta3 inh	hcDAF-12 act	SMARCA2 act	HGIII-sPLA2 inh	ssDAF12 agonist	DAX1 inh-1	DAX1 inh-2	PG9 Ab binder	Rev-erbA mod	hgDAF12 agonist
CN(C(=O)c1c(Cl)nc2sccn12)C1CCCCC1	5.7	1	0.2	-2	0	-1.3	2.0	0.2	-2.5	2	0.6
c1ccc(NC2=NCCN2CCC2CCCC2)cc1	0.4	2	-1.4	0	0	-0.3	0.9	0.8	-2.2	-4	2.8

Other results:
SMILES	GAA850 FXN act	PLC-beta3 inh	hcDAF-12 act	SMARCA2 act	HGIII-sPLA2 inh	ssDAF12 agonist	DAX1 inh-1	DAX1 inh-2	PG9 Ab binder	Rev-erbA mod	hgDAF12 agonist
Cc1ccc(OCC(=O)NCCc2c[nH]c3ccccc23)cc1	-0.3	-6	-1.1	0	-69	-2.3	-0.6	-0.7	-2.0	1	-1.3
Cc1ccccc1OCC(=O)NNC(=O)c1ccc(-n2cncn2)c([N+](=O)[O-])c1	1.7	-5	-0.5	3	-4	-1.4	-0.5	0.5	-0.3	1	-2.2
COc1ccc(Cl)cc1NC(=O)CN(C)C(=O)c1ccc2c(c1)CC(c1ccccc1)OC2=O (stereo not given)	-1.2	-8	-1.9	-3	-8	-2.1	-1.4	-3.1	-2.1	1	-4.6
CCCOC1CCCN(C(=O)c2ccc(OC)c(OC3CCN(C(C)C)CC3)c2)C1 (stereo not given)	1.2	-8	1.7	0	3	-0.4	0.8	-0.3	-2.0	0	-2.4
CCCC1(C(=O)O)NC(c2ccc(OC)cc2O)C2C(=O)N(c3ccc(OC)cc3)C(=O)C21 (stereo not given)	-0.9	3	0.6	2	-1	-1.4	2.3	0.3	-0.9	-9	3.0
COC(=O)c1ccc2nc(C)cc(Nc3ccccc3C)c2c1	0.7	-12	-2.6	-2	4	-1.6	-0.2	-0.3	-0.9	1	-2.6
CNC(C)C(=O)NC(C(=O)N1CCCC1C(=O)NNc1ccccc1)C(C)C (stereo not given)	1.9	4	-0.9	0	1	-1.5	-1.4	1.0	0.0	1	1.2
CC1(C(=O)NS(=O)(=O)c2ccccc2Cl)CCN1C(=O)C1(c2ccccc2)CC1 (stereo not given)	-0.8	3	-1.0	-5	8	-1.1	x	0.9	1.1	-2	-2.0
CCc1ccc(NC(=O)C2CCCN(S(=O)(=O)c3ccc4c(c3)CC(C)N4C(C)=O)C2)cc1 (stereo not given)	-1.1	5	-0.6	4	0	-1.3	0.5	-1.1	-1.4	-6	0.0
CCOC(=O)C1CCCN(c2cc(C)nc3cc(-c4ccc(F)cc4)nn23)C1 (stereo not given)	-1.0	-51	-1.7	-2	-3	-2.1	-0.1	-1.2	-0.7	-7	-1.5
CC1(C)Cc2ccccc2C(=NCCCC(=O)O)N1	0.2	-1	-0.4	-1	7	-0.8	2.3	0.2	-1.5	12	1.4
Cc1ccc(NC(=O)[C@H](C)NC(=O)C2CCN(C(=O)[C@@H](N)C(C)C)CC2)cc1	-0.3	-6	1.4	0	4	-1.2	4.2	0.7	-1.6	2	0.8
CC1CCN(c2c(NCc3ccc(C(=O)NCc4cccnc4)cc3)c(=O)c2=O)CC1	-1.4	4	-1.5	-1	-3	-0.8	-0.5	-1.1	-3.8	1	0.7
Cc1cccc(C(=O)NC(=S)NNC(=O)COc2c(C)cccc2C)c1	1.8	-2	2.9	-1	2	-0.8	-0.4	0.1	-0.6	7	-1.1
COc1ccc(-c2sccc2C(C)C(=O)O)cc1 (stereo not given)	1.4	-1	-2.2	6	5	-0.9	-2.2	0.1	-0.8	-1	4.5
COC(=O)c1cc2ccsc2n1Cc1cccc(F)c1	2.1	-2	-1.3	-1	14	-1.4	-1.2	0.1	0.3	9	-1.3
Cc1ccc2c(C)c(C(=O)Nc3cccnc3)oc2c1C	0.4	-4	2.2	1	5	-1.3	0.0	-0.1	0.5	-1	-0.2
CC(C)C(=O)Nc1ncc(C(F)(F)F)cc1Cl	-1.8	-3	0.3	-3	2	0.1	-0.1	0.0	1.3	7	-0.3
CCOC(=O)C1=C(c2ccccc2)NC(=O)NC1c1ccc(OCC#N)c(OC)c1 (stereo not given)	-0.5	0	-0.8	1	-1	-0.8	0.1	-0.2	-2.3	-2	-3.6
O=S(=O)(Nc1ccccc1N1CCCCC1)c1ccc(F)cc1	2.3	-12	-1.2	1	0	-1.6	x	0.0	-0.2	5	-1.3
O=C(CSc1nnc(COc2ccccc2)o1)c1ccccc1	-0.8	1	-1.5	0	-34	-0.9	2.2	-0.9	0.3	0	-3.3
CS(=O)(=O)Nc1ccc(C(=O)NCCC2=CCCCC2)cc1	4.3	-1	1.2	-2	3	-0.8	3.0	0.6	1.0	4	5.1
Cc1ccc(NC(=O)COC(=O)/C=C/c2cccs2)c(C)c1	0.8	1	-0.4	1	-2	-0.7	-1.7	0.3	-4.0	1	2.3

Compound activity: PubChem BioAssay, several laboratories
